TNF death inh = TNF-alpha cell death inhibition in Jurkat FADD-/- cells; Jurkat FADD-/- TNF necroptosis rescue, ATP luminescence, 24 h; 0 = TNF only, 100 = no-TNF cells; AID 463075; activation (protection from cell death), % at 10 µM; 220,000 compounds, 0.068% hits;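 active = activation, meaning protection from cell death, of at least 50% relative to plate controls; inactive = activation below 50%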;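 also: necroptosis triggered by 40 ng/mL TNF-alpha added together with compound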
EBV gp42 block = inhibitors of Epstein-Barr virus glycoprotein 42 | Q1HVG2 | Fluorescence polarization binding assay, mP read-out | inhibition, % (tested at 21.74 µM) | 220,000 compounds, 0.42% hits | AID 1085; in the data active = inhibition above about 50%
Target sequence (Q1HVG2 whole entry, looked up): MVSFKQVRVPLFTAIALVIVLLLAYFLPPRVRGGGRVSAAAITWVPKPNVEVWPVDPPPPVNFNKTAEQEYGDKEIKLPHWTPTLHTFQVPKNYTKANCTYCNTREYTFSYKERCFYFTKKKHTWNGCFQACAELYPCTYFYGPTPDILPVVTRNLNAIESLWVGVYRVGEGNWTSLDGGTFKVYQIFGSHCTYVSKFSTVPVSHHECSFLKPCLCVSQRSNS
p47phox inh = p47phox (human) inhibition. AID 1274. P14598. inhibition, % at 24.7 µM. p47phox/p22phox peptide binding, fluorescence polarization, 2 h. 220,000 compounds, 0.53% hits;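 active = inhibition above about 30%, limit read from the data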;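 also: 0% = p47phox with labelled peptide and 100% = labelled peptide alone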
Target sequence (P14598 whole entry, looked up): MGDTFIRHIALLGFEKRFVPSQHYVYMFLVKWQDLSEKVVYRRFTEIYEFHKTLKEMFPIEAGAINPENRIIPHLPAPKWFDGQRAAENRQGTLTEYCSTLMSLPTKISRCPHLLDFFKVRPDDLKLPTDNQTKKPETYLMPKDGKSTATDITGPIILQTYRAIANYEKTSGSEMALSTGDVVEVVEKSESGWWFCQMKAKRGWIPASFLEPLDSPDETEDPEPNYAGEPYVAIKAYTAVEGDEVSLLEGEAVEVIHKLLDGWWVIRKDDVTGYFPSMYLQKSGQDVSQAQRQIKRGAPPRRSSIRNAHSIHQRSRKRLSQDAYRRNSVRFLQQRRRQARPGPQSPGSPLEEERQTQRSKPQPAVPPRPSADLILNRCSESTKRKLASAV
Runt-SMMHC FRET = inhibitors of human RUNX1 Runt domain binding to CBFb-SMMHC. inhibition, % at 20 µM. Cerulean-Runt/Venus-CBFb-SMMHC FRET ratio 530/480, 1 h. 220,000 compounds, 0.74% hits. AID 1434. Q01196+Q13951;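 active = mean inhibition across duplicate retests at 20 µM reaching about 50%, limit read from the data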;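 also: 0% = DMSO wells and 100% = wells with excess untagged CBFb-SMMHC; inhibitors lower the FRET ratio by blocking Runt binding to CBFb-SMMHC; some results filed as inactive read as strong as hits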
TRPML3 agonist = agonists of human TRPML3 channel. Q8TDD5. HEK293 TRPML3-YFP, Fluo-8 calcium fluorescence; 100% = the carbachol control signal. activation, % at 3 µM. 220,000 compounds, 0.29% hits;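 active = activation above its plate's cutoff, the mean activation of the plate's test wells plus 3 SD, cut at about 12% in these data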;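 also: 0% = DMSO only wells and 100% = carbachol wells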
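Test system – HEK293 line with stable expression of human TRPML3-YFP channel · Control set – carbachol 87 µM final as high control (100%), DMSO as low control (0%) · Signal – Fluo-8 calcium dye fluorescence, ex 470-495, em 515-575 nm · Incubation – 1-h 37 °C dye load, 5-s basal, 120-s post-compound reads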
Mdm2 ligase inh = blocks human Mdm2 ubiquitin ligase activity. Q00987. 210,000 compounds, 0.11% hits. signal enhancement, % at 5 µM. cell-based MDM2 ubiquitination luciferase reporter, 2 h; 0 = plate control, 100 = twice control, blank-subtracted. AID 1230;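 active = signal enhancement of 30% or more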;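 also: luminescence tracks abundance of the self-degrading MDM2-luciferase fusion protein; higher signal means inhibition of MDM2 E3 ligase activity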
Target sequence (Q00987 whole entry, looked up, the tested form may be a part): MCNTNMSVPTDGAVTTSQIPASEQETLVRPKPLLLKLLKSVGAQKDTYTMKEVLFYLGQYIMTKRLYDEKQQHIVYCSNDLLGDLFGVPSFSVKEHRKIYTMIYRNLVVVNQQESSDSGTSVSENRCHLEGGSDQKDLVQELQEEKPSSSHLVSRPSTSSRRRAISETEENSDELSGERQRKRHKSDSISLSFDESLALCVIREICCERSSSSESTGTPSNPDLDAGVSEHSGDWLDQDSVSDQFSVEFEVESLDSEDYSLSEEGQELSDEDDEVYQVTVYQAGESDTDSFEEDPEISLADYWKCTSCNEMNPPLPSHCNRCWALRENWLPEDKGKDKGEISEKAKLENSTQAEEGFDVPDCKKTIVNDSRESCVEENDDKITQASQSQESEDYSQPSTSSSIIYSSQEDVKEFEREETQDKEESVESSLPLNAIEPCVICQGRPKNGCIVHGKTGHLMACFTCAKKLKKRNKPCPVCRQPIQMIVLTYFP
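Material: stable MDM2–luciferase fusion reporter cells / Quantity: 2000 cells/well / Dosing: single 5 µM compound dose, 0.2% final DMSO / Buffer or medium: DMEM / Schedule: 4 h cell settling then 2 h compound exposure, 37 °C / Detection: luminescence with SteadyLite reagent, 15 min at room temperature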
CHOP inhibitor = inhibitors of CHOP induction in ER stress response; CHO-K1 CHOP-promoter luciferase, tunicamycin-induced, 15-18 h; 220,000 compounds, 3.8% hits; AID 2732; inhibition, % at 10 µM;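 active = compounds that reduced the stress-induced luciferase reporter signal by more than about 70% of percent inhibition, limit read from the data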;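 also: 0% = tunicamycin plus vehicle and 100% = wells without tunicamycin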
zfTRPN1 agonist = activates the zebrafish TRPN1 channel | 220,000 compounds, 0.18% hits | HEK293 zebrafish TRPN1-YFP, Fluo-8 calcium fluorescence; 100% = response to 87 µM carbachol | activation, % at 3 µM | AID 1424;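 active = activation above its plate's cutoff, the mean activation of test wells on that plate plus 3 SD, cut at about 19% in these data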;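 also: 0% = DMSO alone and 100% = 87 µM carbachol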
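Material: zebrafish TRPN1-YFP in HEK293 cells. Doses: one dose of 3 µM, 0.3% DMSO. Incubation: dye 1 h 37 °C plus 30 min RT. Measured by: intracellular calcium fluorescence with Fluo-8.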
PPC-1+TRAIL kill = compounds killing PPC-1 cancer cells with TRAIL present (potentiator screen, no TRAIL-free arm) | PPC-1 cells + TRAIL, ATPLite viability luminescence | cell killing (% activity), % at 4 µM | 220,000 compounds, 0.41% hits;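 active = cell killing above 50% in the first pass at 4 µM, then a duplicate retest at 5 µM averaging 50% or more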;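 also: plate controls were cells with TRAIL plus DMSO for no effect and medium-only wells lacking cells for full effect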
The depositor's hits bear a star; . = not tested or not shown.

smiles	TNF death inh	EBV gp42 block	p47phox inh	Runt-SMMHC FRET	TRPML3 agonist	Mdm2 ligase inh	CHOP inhibitor	zfTRPN1 agonist	PPC-1+TRAIL kill
O=C(COc1ccc(S(=O)(=O)N2CCCC2)cc1Cl)N1CCN(c2ccccc2)CC1	-2.0	-3	-21	-6	1.3	-5	-3	1.9	16
CC1CCCCC1NC(=O)C1CCC(CNc2c(N3CCCCC3)c(=O)c2=O)CC1 (centres undefined)	3.0	-4	-2	1	0.8	-16	-6	0.6	4
Cc1ccc(Nc2nc(N)c([N+](=O)[O-])c(NCc3ccco3)n2)cc1	0.8	4	-17	-1	-0.6	-12	101*	-2.0	20
COc1ccc(C(=O)Nc2ccc(C3(C#N)CCCC3)cc2)cc1	-1.7	-11	-2	0	3.4	-7	3	1.7	9
CCc1cc2c3c(c1)/C(=C1/SC(N)=NC1=O)C(=O)N3C(C)(C)C=C2C	-6.2	3	2	-3	0.7	-11	57	0.0	15
COc1ccc(C(F)(F)F)cc1NC(=O)c1nc2nc(C)cc(C(F)F)n2n1	-1.6	14	-5	-2	0.8	-12	41	1.4	-13
O=C(COC(=O)Cn1cnc2ccccc21)NCCc1ccc(Cl)cc1	-0.6	-22	-14	-1	0.8	-11	11	0.8	47
O=C(CSc1oc(-c2ccccc2)nc1S(=O)(=O)c1ccc(F)cc1)NCC1CCCO1 (centres undefined)	-0.4	-14	-5	9	0.3	-12	43	0.9	23

Further records follow:
smiles	TNF death inh	EBV gp42 block	p47phox inh	Runt-SMMHC FRET	TRPML3 agonist	Mdm2 ligase inh	CHOP inhibitor	zfTRPN1 agonist	PPC-1+TRAIL kill
Cc1nnc(N2C(=O)C(O)=C(C(=O)c3ccco3)C2c2ccc(C(C)C)cc2)s1 (centres undefined)	-2.1	72*	-19	-23	1.7	-18	-5	2.7	15
CCC(=O)Nc1cccc(-c2cn3ccccc3n2)c1	0.4	-4	-8	2	0.0	1	10	1.7	-2
CCC(C)(C(=O)NC1CCCCC1)N(C(=O)c1ccccn1)c1ccccc1 (centres undefined)	-0.1	-18	-17	3	0.0	-16	31	0.0	9
CN(C(=O)C1CCOC1)c1nnc(C2CCOC2)s1 (centres undefined)	0.5	3	1	1	1.1	-1	7	0.9	-16
COc1nccnc1NS(=O)(=O)c1ccc(N=Cc2c(C)[nH]n(-c3ccc(Cl)cc3)c2=O)cc1	-4.8	-5	7	-1	0.2	-4	19	0.7	7
O=C(Nc1ccccc1N1CCOCC1)C1CCN(S(=O)(=O)c2ccc(F)cc2)CC1	1.2	-4	6	-1	1.3	9	-4	0.5	1
COc1ccc(/C=C/C(=O)NCc2ccccn2)cc1OC	1.2	-21	-2	-5	0.1	-6	-21	0.2	3
Cc1cc(C(=O)c2ccccc2)c(NC(=O)CN2CCOCC2)s1	1.2	-9	-14	-14	0.4	-6	10	0.3	15

Shown as labelled records: entries from further up.
> CC1CCCCC1NC(=O)C1CCC(CNc2c(N3CCCCC3)c(=O)c2=O)CC1 (centres undefined)
  TNF death inh = 3.0 | EBV gp42 block = -4 | p47phox inh = -2 | Runt-SMMHC FRET = 1 | TRPML3 agonist = 0.8 | Mdm2 ligase inh = -16 | CHOP inhibitor = -6 | zfTRPN1 agonist = 0.6 | PPC-1+TRAIL kill = 4
> Cc1ccc(Nc2nc(N)c([N+](=O)[O-])c(NCc3ccco3)n2)cc1
  TNF death inh = 0.8 | EBV gp42 block = 4 | p47phox inh = -17 | Runt-SMMHC FRET = -1 | TRPML3 agonist = -0.6 | Mdm2 ligase inh = -12 | CHOP inhibitor = 101* | zfTRPN1 agonist = -2.0 | PPC-1+TRAIL kill = 20

Other records.
smiles	TNF death inh	EBV gp42 block	p47phox inh	Runt-SMMHC FRET	TRPML3 agonist	Mdm2 ligase inh	CHOP inhibitor	zfTRPN1 agonist	PPC-1+TRAIL kill
O=C(COC(=O)Cc1cccs1)Nc1ccccc1F	-0.3	-26	0	-6	0.6	-7	31	-1.1	25
O=c1[nH]cc(N(CCO)CCO)c(=O)[nH]1	0.8	5	8	0	0.6	-5	-16	2.5	-14
Cc1oc(-c2ccc(Cl)cc2)cc1C(=O)NC1CCN(Cc2ccccc2)CC1	-8.1	-14	-9	-2	0.8	-16	36	-0.4	5
Nc1cnn(C2CCCO2)c(=O)n1 (centres undefined)	0.1	3	-8	-2	0.9	-27	19	1.1	.
COc1cc2c(C(=O)N3CCN(c4ccccc4)CC3)c(C)oc2cc1Br	-0.6	-2	1	-1	-1.2	-4	52	-0.4	-7
CCOC(=O)c1ccc(-n2c(=S)sc3c(=O)[nH]c(C)nc32)cc1	-3.5	-20	-5	6	-0.4	7	39	-0.5	5
Cc1cc(N(C)C)c(C#N)c(N2CCOCC2)n1	-0.9	1	-2	3	1.4	-16	36	1.3	4
CCC/C(O)=C1\C(=O)CC(C)(C)CC1=NCc1ccccc1	-0.2	-8	-9	1	-0.6	-23	17	-2.0	18

(listing goes on)
smiles	TNF death inh	EBV gp42 block	p47phox inh	Runt-SMMHC FRET	TRPML3 agonist	Mdm2 ligase inh	CHOP inhibitor	zfTRPN1 agonist	PPC-1+TRAIL kill
O=C(CCS(=O)(=O)c1ccc(Br)s1)N1CCc2ccccc21	1.0	-20	-10	4	0.3	-3	14	0.7	-4
CN1CCCN(Cc2nc(-c3cccc(C(F)(F)F)c3)no2)CC1	-0.6	-1	-1	2	0.8	-3	24	1.4	4
COC(=O)C1C2C=CC(C3CC23)C1C(=O)OCC(=O)c1ccc(OC)cc1 (centres undefined)	-0.8	-5	-9	2	2.4	-14	32	1.3	23
O=C(CNS(=O)(=O)c1cccs1)N1CCN(c2ccccn2)CC1	-2.7	-6	-13	3	0.2	-20	21	0.8	10
Cc1cc2c(c(=O)n1C1CC1)C(c1cccc(Cl)c1)C(C#N)=C(N)O2 (centres undefined)	-8.6	-19	-7	3	0.3	-6	-3	0.9	11
COC(=O)c1sccc1NC(=O)c1cccnc1	-0.6	0	-2	-1	0.6	-14	20	-0.7	3
COc1cccc(OC)c1OCC(C)CNCC1CCCO1 (centres undefined)	1.7	-11	-8	-2	0.1	.	20	-0.1	18
CN(C)CCSc1nc(N)c2c3c(sc2n1)CN(C)CC3	3.4	8	-28	8	1.1	-19	-36	1.0	1

(more compounds)
Results follow in this order: TNF death inh, EBV gp42 block, p47phox inh, Runt-SMMHC FRET, TRPML3 agonist, Mdm2 ligase inh, CHOP inhibitor, zfTRPN1 agonist, PPC-1+TRAIL kill
COC(=O)c1[nH]c2ccc(F)cc2c1NC(=O)Nc1ccc(OC)cc1
 : -2.2, 0, 2, -2, 0.5, -27, -31, 0.6, 16
CNC(=O)CSc1nnc(-c2cnccn2)n1C
 : 0.1, 11, 0, -1, 0.7, -9, 16, 1.1, -10
CN1CCN(S(=O)(=O)c2ccc(N3CCc4ccccc4C3)nc2)CC1
 : 1.7, -1, -1, -1, 0.8, -17, -2, -0.4, 6
CO/N=C/c1ccc(N2CCOCC2)c([N+](=O)[O-])c1
 : -1.1, 0, 4, 2, 0.7, -5, 4, -0.5, 5
COc1ccc(C(=O)N/C(=C\c2cn(C)c3ccccc23)C(=O)OCCN(C)C)cc1
 : -0.5, -7, -8, 2, 0.5, -4, 2, 1.8, -1
O=C1CCc2cc(S(=O)(=O)N3CCC(C(=O)NCc4ccccn4)CC3)ccc2N1
 : 1.5, 8, -9, 4, -0.1, -9, 15, 0.7, 10
COc1cccc(C2C(C#N)=C(N)Oc3cc(C)n(Cc4ccco4)c(=O)c32)c1 (centres undefined)
 : -4.2, -11, -3, 6, 0.6, -13, 34, 0.8, 26
CC(C)CNC(=O)NC1C(NC(=O)NCC(C)C)N(C)C(=O)N1C (centres undefined)
 : -0.6, 3, 0, -4, 0.5, -18, -2, 1.4, 9
C[n+]1cccc(CNC(=O)/C=N/O)c1
 : 0.6, -48, 2, 5, 0.2, 6, -8, 1.5, 3
O=C(Cc1ccccc1)NCC1OCCc2ccccc21 (centres undefined)
 : 0.7, 0, -8, 3, 0.8, -10, 13, 0.5, -7
O=C(N/N=C/c1cccc(O)c1)NC1CCCCC1
 : 1.9, -20, -11, 0, 0.0, -2, -1, -2.3, 9
COc1ccc(-n2c(SCC(=O)O)nc3sc4c(c3c2=O)CCC4)cc1
 : 1.2, 9, -5, -1, 0.5, -4, -1, 0.7, 0
N/C(CCS(=O)(=O)c1ccc(Cl)cc1)=N\OC(=O)c1ccccc1Cl
 : 0.8, -2, -4, -3, -0.9, -2, -2, -1.6, -9
Nc1nc(=S)c2ncn(C3OC(CO)C(O)C3O)c2[nH]1 (centres undefined)
 : -8.6, 12, -32, 22, 0.6, -17, 6, 0.0, -22
CC(NC(=O)c1cccnc1)C(c1cccs1)N1CCN(c2ccccc2F)CC1 (centres undefined)
 : 0.3, -10, -7, 1, 0.8, 1, -11, 2.4, 24
CC(C)Nc1cc(N2CCCC2)ccc1[N+](=O)[O-]
 : -3.1, -21, -16, -15, -2.7, 4, 22, -2.4, -2
Cc1ccc(S(=O)(=O)n2ccc(OC(=O)c3cccs3)n2)cc1
 : -1.0, 2, 8, 1, -0.7, ., -5, 1.6, 8
CCc1cccc2c1NC(=O)C21N2CCCC2C(C(=O)c2ccc3ccccc3c2)C12C(=O)Nc1ccccc12 (centres undefined)
 : 14, 11, -40, -2, 1.2, 1, -27, 0.7, 22
Cc1ccc(-c2nnc(Oc3cccc(C)c3)c3ccccc23)cc1
 : 0.7, -16, 9, 3, 0.6, 8, 28, -1.5, -4
O=C(NCCN1Cc2ccccc2C1=O)c1cccs1
 : 0.2, -6, -4, 0, 0.1, -4, 20, 1.6, 12
Cc1nnc(N(C)C(=O)c2cnccn2)s1
 : 0.4, -29, -6, 2, 0.4, -5, -5, 0.5, 9
CCOC(=O)c1sc(NC(=O)c2ccc(C)o2)nc1C
 : -5.0, -1, -9, 3, 0.3, -24, 7, 3.0, 35
O=C1OCc2cc(NC(=O)C3COc4ccccc4O3)ccc21 (centres undefined)
 : 3.9, -4, 3, 2, 0.8, ., -8, 0.7, 9
CC1CCN(C(=O)Cn2cc(C(=O)c3ccco3)c3ccccc32)CC1
 : -3.6, -1, -6, -5, -0.3, -11, -2, 1.7, 6
Cc1ccccc1C(=O)NCC(=O)NNC(=S)NC(=O)c1ccccc1C
 : 2.4, -12, -10, 5, 0.3, -15, 5, 1.6, 24

Taken from above:
CCc1cc2c3c(c1)/C(=C1/SC(N)=NC1=O)C(=O)N3C(C)(C)C=C2C in Runt-SMMHC FRET = -3
CCC(=O)Nc1cccc(-c2cn3ccccc3n2)c1 in TRPML3 agonist = 0.0
Cc1cc2c(c(=O)n1C1CC1)C(c1cccc(Cl)c1)C(C#N)=C(N)O2 (centres undefined) in PPC-1+TRAIL kill = 11
O=C1CCc2cc(S(=O)(=O)N3CCC(C(=O)NCc4ccccn4)CC3)ccc2N1 in EBV gp42 block = 8
O=C(Cc1ccccc1)NCC1OCCc2ccccc21 (centres undefined) in TRPML3 agonist = 0.8

Compounds as they come. Share with any hit: about 5.9%.
